# L3MBTL1 inh: inhibitors of human L3MBTL1 | AlphaScreen L3MBTL1–H3K9me1 peptide binding | actives 0.66% (n = 230,000) | Q9Y468 | AID 485360 | Potency, µM (highest dose often 57.1 µM), for the others: top-dose activity, negative = inhibition, most hits filed as inhibitors; active means well fitted inhibition curve with a large enough effect; further: nearly all actives have a fitted effect of over 60% in size
# Target sequence (Q9Y468 whole entry, looked up): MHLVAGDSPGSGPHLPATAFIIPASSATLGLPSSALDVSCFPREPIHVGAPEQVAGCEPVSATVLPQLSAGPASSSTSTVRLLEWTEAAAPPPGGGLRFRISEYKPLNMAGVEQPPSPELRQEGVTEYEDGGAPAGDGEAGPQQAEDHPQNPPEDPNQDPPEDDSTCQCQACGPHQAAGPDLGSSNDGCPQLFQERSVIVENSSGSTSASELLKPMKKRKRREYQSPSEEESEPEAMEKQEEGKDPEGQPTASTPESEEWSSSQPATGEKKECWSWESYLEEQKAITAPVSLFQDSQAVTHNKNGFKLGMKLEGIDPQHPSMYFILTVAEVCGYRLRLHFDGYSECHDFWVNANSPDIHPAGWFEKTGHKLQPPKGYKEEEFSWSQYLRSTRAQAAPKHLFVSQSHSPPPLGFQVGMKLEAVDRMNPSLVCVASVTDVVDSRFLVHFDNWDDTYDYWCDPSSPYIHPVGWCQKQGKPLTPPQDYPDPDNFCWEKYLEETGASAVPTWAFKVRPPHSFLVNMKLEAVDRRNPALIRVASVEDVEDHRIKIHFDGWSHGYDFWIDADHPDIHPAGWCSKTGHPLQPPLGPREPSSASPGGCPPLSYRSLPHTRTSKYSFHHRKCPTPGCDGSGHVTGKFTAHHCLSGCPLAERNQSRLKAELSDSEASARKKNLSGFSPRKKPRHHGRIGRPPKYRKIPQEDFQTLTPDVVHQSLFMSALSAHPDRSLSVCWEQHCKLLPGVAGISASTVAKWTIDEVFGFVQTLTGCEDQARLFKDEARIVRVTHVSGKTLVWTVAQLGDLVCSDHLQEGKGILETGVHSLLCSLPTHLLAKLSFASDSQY
#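 Read-out is AlphaScreen signal from streptavidin donor and nickel chelate acceptor beads (10 ug/mL final each) bridging L3MBTL1 (50 nM) and biotinylated K9-monomethylated H3(1-15) peptide (75 nM), after 30 min compound exposure at room temperature.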
# Starred values were filed as active, the others as inactive; [ ] = remark or other dose. On the % scale 0 is the no-effect control and ±100 the full control effect; potency means the concentration at half of the fitted maximal effect. An excerpt; count on the stated rates, not on these rows.
# A first look, 5 compounds:
SMILES,L3MBTL1 inh
COc1cc(NC(=O)CN2C(=O)c3ccccc3S2(=O)=O)cc(OC)c1,-5%
Cc1ccc(NC(=O)COc2ccc(Cl)cc2Cl)cc1S(=O)(=O)N1CCOCC1,2%
CCCc1cc(=O)[nH]c(SCC(=O)Nc2ccc(N3CCCCC3)cc2)n1,-10%
Cc1ccc(Cn2c(CCCO)nc3ccccc32)cc1,2%
c1ccc(OCCN2CCN(C(c3ccccc3)c3ccccc3)CC2)cc1,0%

# The list itself, from the first entry:
SMILES,L3MBTL1 inh
COc1cc(NC(=O)CN2C(=O)c3ccccc3S2(=O)=O)cc(OC)c1,-5%
Cc1ccc(NC(=O)COc2ccc(Cl)cc2Cl)cc1S(=O)(=O)N1CCOCC1,2%
CCCc1cc(=O)[nH]c(SCC(=O)Nc2ccc(N3CCCCC3)cc2)n1,-10%
Cc1ccc(Cn2c(CCCO)nc3ccccc32)cc1,2%
c1ccc(OCCN2CCN(C(c3ccccc3)c3ccccc3)CC2)cc1,0%
O=[N+]([O-])c1ccc(C[n+]2ccccc2)cc1,6%
COc1ccc(NC(=O)CSCC(=O)N(C)Cc2c(F)cccc2Cl)cc1,-2%
CCCCCCC[C@@H](C/C=C/CCC(=O)O)OC,4%
O=C(NCC1COc2ccccc2O1)c1cccc(S(=O)(=O)N2CCCCC2)c1 (centres undefined),-6%
Cc1cc(C)c(NC(=O)COC(=O)Cc2cccs2)c(C)c1,-8%
COc1ccccc1C(=O)Nc1cccc(NC(=O)c2ccccc2OC)n1,1%
COc1cc(CNc2ccccc2)c([N+](=O)[O-])cc1OC,-22%
CC1CCCCC12NC(=O)N(CC(=O)N1CCN(Cc3ccc(C#N)cc3)CC1)C2=O (centres undefined),3%
CC(C)n1cc(/C=N/Nc2ccc(Cl)c(C(=O)O)c2)c2ccccc21,-7%
Cc1cccc(Nc2nc(-c3ccc(O)c(O)c3)cs2)n1,-8%
CC(OC(=O)Cn1cnc2c1c(=O)n(C)c(=O)n2C)C(=O)NC1CCCCC1C (centres undefined),7%
CC(=O)c1ccc(NC(=O)CN2C(=O)NC3(CCCc4ccccc43)C2=O)cc1 (centres undefined),-1%
CC(=O)Oc1ccc2nc(/C=C/c3ccccc3)oc(=O)c2c1,3%[2.29 µM]
CC(=O)C1=C(O)C(=O)N(c2ccc(Br)cc2)C1c1ccc(Cl)cc1 (centres undefined),-2%[2.29 µM]
COc1ccccc1N1CCN(/N=C/c2ccc([N+](=O)[O-])cc2)CC1,2%
CN(C(=O)CSc1nnnn1-c1ccc(O)cc1)C1CCCCC1,7%
CCc1nnc(NC(=O)CN2CCN(Cc3ccccc3C)CC2)s1,8%
O=S(=O)(c1ccc(F)cc1)N1CCc2ccccc21,3%
COc1ccc(C(=O)C(=O)c2ccc(OCCO)cc2)cc1,3%
COc1ccc(NC(=O)CSc2nnc3n2CCCCC3)cc1S(=O)(=O)N1CCOCC1,-4%
Cc1ccc(S(=O)(=O)N2CCC(C(=O)Nc3ccncc3)CC2)cc1,1%
Cc1sc(NC(=O)c2cccc(N3C(=O)CCC3=O)c2)nc1-c1ccccc1,-4%
O=C(NCC1CCCO1)c1ccc(Br)c(S(=O)(=O)N2CCOCC2)c1 (centres undefined),3%
Nc1ncnc(N)c1N=Nc1ccccc1,-5%
COc1ccc(NC(=O)CN(C)C(=O)c2ccc3c(c2)NC(=O)CS3)cc1,0%

# Continued; it opens with the two that closed the last part.
SMILES,L3MBTL1 inh
Nc1ncnc(N)c1N=Nc1ccccc1,-5%
COc1ccc(NC(=O)CN(C)C(=O)c2ccc3c(c2)NC(=O)CS3)cc1,0%
COc1ccccc1NC(=S)NCc1ccc(Cl)cc1,0%
COC(=O)c1ccc(OCCCCN(C)Cc2ccccc2)cc1,0%
CCCCOc1c(Cl)cc(C(=O)N2CCN(CC(=O)N3CCCC3)CC2)cc1OCC,-8%
Cc1ccc(S(=O)(=O)N2CCN(Cc3cc(C(C)(C)C)ccc3O)CC2)cc1,-8%
O=C(COC(=O)/C=C/c1ccc(Cl)c(Cl)c1)NC1CCS(=O)(=O)C1 (centres undefined),-2%
CCOc1ccc(OCCC(=O)Nc2ccc3c(c2)OCO3)cc1,-3%
CCOc1ccccc1N1CCN(C(=O)c2ccc3nc(N)sc3c2)CC1,-2%
CC(C)(C)[C@H]1COC(=O)CC/C=C\C[C@@H](CC(=O)N[C@H](CO)Cc2ccccc2)C(=O)N1,5%
O=C(CN1C(=O)c2ccccc2C1=O)OCC(=O)c1ccccc1,-2%
c1coc(CSSCc2ccco2)c1,-6%
O=C(NNC(=O)C1CC(=O)N(Cc2ccccc2)C1)c1ccc(F)cc1 (centres undefined),7%
COc1ccc(NC(=O)Cc2cccs2)cc1S(=O)(=O)N1CCCCC1,-4%
CC(C)[C@H](NC(=O)c1ccccc1Cl)C(=O)Nc1ccc(S(=O)(=O)Nc2nccs2)cc1,-7%
CCN(C(=O)c1ccccc1F)c1nc(-c2ccc(OC)cc2)cs1,-7%
O=C(C[C@@H]1C/C=C\C[C@H](Cc2ccc(F)cc2)C(=O)OC[C@@H](c2ccccc2)NC1=O)NCCO,2%
Nc1c(C(=O)CSc2n[nH]c(-c3ccccc3Br)n2)c(=O)[nH]c(=O)n1C1CC1,4%
CSc1cccc(NC(=S)NC(=O)c2cccnc2)c1,-1%
CC1CCN(C(=O)COC(=O)CCC(=O)c2cccs2)CC1,2%
Cc1cc(NC(=O)CSCC(=O)Nc2ccccc2Oc2ccccc2)no1,-3%
CNC(=O)c1c(NC(=O)CS(=O)(=O)c2ccc(F)cc2)sc(C)c1C,8%
O=C(Cc1ccc([N+](=O)[O-])cc1)Nc1cccc(C(=O)N2CCCCC2)c1,-1%
CCCC1OC2CC3C4CCC5=CC(=O)C=CC5(C)C4C(O)CC3(C)C2(C(=O)O)O1 (centres undefined),6%
Cc1ccc(NC(=O)CN2C(=O)NC3(CCCCC3C)C2=O)cc1S(=O)(=O)N1CCCCC1 (centres undefined),-4%
Nc1cc(C(=O)OCC(=O)NCCC2=CCCCC2)ccc1Cl,1%
O=C(NCCCN1CCOCC1)c1cccc(S(=O)(=O)N2CCOCC2)c1,-3%
O=C(Oc1ccc(/C=N/NC(=O)c2ccco2)cc1)c1ccccc1,0%
Cc1cccc(OCCOC(=O)CN2C(=O)NC3(CCCC3)C2=O)c1,0%
COc1ccc(OC)c(-c2csc(NC(=O)CSCC(=O)Nc3cc(C)on3)n2)c1,-6%
CC(=O)N1CCc2c(sc3c2c(=O)n(-c2ccccc2)c(=O)n3CC(=O)NCC2CCCO2)C1 (centres undefined),9%
NCCCCCc1cn([C@@H](CO)C(=O)NCCCCCCCCCCC(=O)N2CCNCC2)nn1,0%
O=C(Nc1ccc(Cl)c(S(=O)(=O)N2CCOCC2)c1)C1=NN(c2ccccc2)C(=O)CC1,11%
C=CC[C@@H](Cc1ccc(F)cc1)C(=O)OC[C@@H]1CCCN1C(=O)[C@H](CC=C)CC(=O)N[C@H](CO)Cc1ccccc1,-1%
Cc1ccc(C(=O)NC(=S)NCc2ccccc2)cc1,-5%
C=C(C)CNC(=O)c1ccc2nc(Cc3ccc(OC)cc3)oc2c1,5%
N#CCCN(C(=O)COC(=O)/C=C/c1cccs1)c1ccccc1,-2%
CC12CCC(=O)N1C(C(=O)N1CCN(S(=O)(=O)c3cccc(Cl)c3)CC1)CS2 (centres undefined),11%
COc1ccc(C(C)NC(=O)CC23CC4CC(CC(C4)C2)C3)cc1 (centres undefined),5%
C[C@H](NS(=O)(=O)c1ccccc1)C(=O)N1CCN(C(c2ccccc2)c2ccccc2)CC1,-6%
CCOc1ccc(C(=O)CCC(=O)N2CCN(S(=O)(=O)c3cccc(F)c3)CC2)cc1,-4%
O=C(Nc1nccs1)c1ccccc1Br,-4%

# Given as labelled records: part of the list above.
C=C(C)CNC(=O)c1ccc2nc(Cc3ccc(OC)cc3)oc2c1
  L3MBTL1 inh: 5%
Cc1ccc(C(=O)NC(=S)NCc2ccccc2)cc1
  L3MBTL1 inh: -5%
O=C(Nc1nccs1)c1ccccc1Br
  L3MBTL1 inh: -4%
N#CCCN(C(=O)COC(=O)/C=C/c1cccs1)c1ccccc1
  L3MBTL1 inh: -2%

# Continuation:
SMILES,L3MBTL1 inh
CC(C)(C)c1ccc(OCCC(=O)OCC(=O)NC2CCS(=O)(=O)C2)cc1 (centres undefined),-4%
COc1ccc(/C=C/C(=O)Nc2cc(S(=O)(=O)N3CCOCC3)ccc2OC)cc1,1%
COc1ccccc1N1CCN(C(=O)c2cccc(S(=O)(=O)Nc3ccccc3F)c2)CC1,2%
O=c1oc(C2(O)CCCCC2)cc2ccc(/C=C/c3ccc(F)cc3)cc12,5%
Cc1c(NC(=O)COC(=O)C2=COCCO2)cccc1[N+](=O)[O-],42%[activator]
C=CCn1c(C)cc(C(=O)CSc2nnc(C3CC3)n2C2CC2)c1C,-2%
O=C1CCC(C(=O)OC(C(=O)Nc2ccc([N+](=O)[O-])cc2Br)c2ccccc2)=NN1 (centres undefined),-9%
O=C(C1CCN(S(=O)(=O)c2ccccc2F)CC1)N1CCN(Cc2ccc3c(c2)OCO3)CC1,3%
CCOc1ccc(C2C3=C(CCCC3=O)N(CC(=O)O)C3=C2C(=O)CCC3)cc1,50%[activator][2.29 µM]
O=C(NC1CC1)c1cccc(NC(=O)c2cn3ccccc3n2)c1,-3%
O=C(NCCN1CCCCC1)Nc1ccc(Cl)cc1,-3%
CC(=O)c1ccc(NC(=O)C(C)OC(=O)c2cccc(-n3cnnn3)c2)cc1 (centres undefined),3%
O=C(c1ccc(OCc2cn3ccccc3n2)cc1)N1CCN(S(=O)(=O)c2ccccc2F)CC1,-2%
CCOC(=O)C1CCN(Cc2cccc(Oc3ccccc3)c2)CC1,1%
CCCC1(c2ccccc2)NC(=O)N(CC(=O)NCC2COc3ccccc3O2)C1=O (centres undefined),-3%
CC(C)NC(=O)N(C)C[C@H]1Oc2ccc(NC(=O)c3ccncc3)cc2C(=O)N([C@H](C)CO)C[C@@H]1C,10%
CCOc1ccc(N2CC(C(=O)Nc3cc(OCC)c(N4CCOCC4)cc3OCC)CC2=O)cc1 (centres undefined),-11%
CC(=O)Nc1ccc(S(=O)(=O)N(C)c2ccc(OCCOc3ccccc3F)cc2)cc1,-4%
C[C@]12C=C[C@H](O)CC1=CCC1C2CC[C@@]2(C)C1CCC21OCCO1 (some centres undefined),8%
CC(C)C(=O)N1CCN(c2ccccc2NC(=O)c2ccc(Br)o2)CC1,-9%
CCN(C(=O)COC(=O)CSc1ccc(F)cc1)c1c(N)n(Cc2ccccc2)c(=O)[nH]c1=O,6%
COc1ccc(-c2noc(N3CCC(C(=O)Nc4ccc(OC)cc4OC)CC3)n2)cc1,10%
Cc1ccc(NC(=O)CN(C)C(=O)CSc2nnc(NC(C)C)s2)cc1,9%
Cc1cccnc1NC(=O)CN1C(=O)c2ccccc2S1(=O)=O,9%
Cc1csc(=O)n1CCC(=O)OCC(=O)Nc1cc([N+](=O)[O-])ccc1Cl,5%
CCN(CC(=O)Nc1ccc(NC(C)=O)cc1)C(=O)c1cccc(Oc2ccccc2)c1,-3%
Cc1nnc(SCC(=O)N2CCN(c3ccccc3)CC2)n1C1CC1,-2%
CCCCn1c(N)c(N(Cc2ccccc2OC)C(=O)COc2cc(C)ccc2Cl)c(=O)[nH]c1=O,3%
CCCCn1c(N)c(N(CCOC)C(=O)c2cc3c(s2)CCC3)c(=O)[nH]c1=O,12%
O=C1NC(=O)C(c2ccccc2)(c2ccc(O)cc2)N1 (centres undefined),4%
O=C(CSc1nnc2ccc(-c3ccc(F)cc3)nn12)NCC1CCCO1 (centres undefined),2%
COc1ccccc1CCNC(=O)CSc1nc(=O)[nH]c2c1CCC2,0%
CCCN(CC(=O)Nc1cc(Cl)ccc1Cl)C(=O)c1ccc(N2CCCC2=O)cc1,-1%
CC(=O)Oc1ccc(C(=O)Nc2ccc(C3(C#N)CCCC3)cc2)cc1,11%
CCOC(=O)N1CCN(S(=O)(=O)CCNC(=O)c2ccc(F)cc2)CC1,9%
CSc1ccc(C(c2c(C(=O)O)[nH]c3ccccc23)c2c(C(=O)O)[nH]c3ccccc23)cc1,0%[2.29 µM]
Nc1cc2c(cc1Cl)N(Cc1ccccc1)C(=O)CO2,-4%
COc1ccccc1NC(=O)C(C)OC(=O)c1ccc(-n2cnnn2)cc1 (centres undefined),5%
O=C(Cn1cnc2c(OCc3ccccc3)ncnc21)NCc1ccc2[nH]ccc2c1,2%
COc1cccc(-c2nnc(NC(=O)CCS(=O)(=O)c3ccc(C)cc3)o2)c1,7%

# In a second layout: results already given
> O=C(CSc1nnc2ccc(-c3ccc(F)cc3)nn12)NCC1CCCO1 (centres undefined)
  L3MBTL1 inh = 2%
> CCCN(CC(=O)Nc1cc(Cl)ccc1Cl)C(=O)c1ccc(N2CCCC2=O)cc1
  L3MBTL1 inh = -1%

# Continuation:
SMILES,L3MBTL1 inh
Cc1ccc(OCC(O)CNC2CCCC2)c(C)c1 (centres undefined),5%
CC(C)CC1(C)NC(=O)N(CC(=O)Nc2ccc(F)c(F)c2F)C1=O (centres undefined),4%
COc1ccccc1CC(=O)N1CCOCC1,-2%[2.29 µM]
Cc1cc(C)cc(NS(=O)(=O)c2coc(C(N)=O)c2)c1,6%
COc1ccc(-c2ccc3c(c2)S(=O)(=O)c2cccc(C(=O)NCCOc4ccccc4)c2C3=O)cc1OC,-4%
Cc1c(OCC(=O)N2C[C@H]3C[C@@H](C2)c2cccc(=O)n2C3)ccc2c3c(c(=O)oc12)CCCC3,1%
CCC[C@@H](CNC)NC[C@H](Cc1ccccc1)NCCCCc1ccccc1,-7%
COc1ccc(N(C)S(=O)(=O)c2cccc(C(=O)Nc3nc(C)cs3)c2)cc1,-4%
CCCCCCC1(C)NC(=O)N(C(C)C(=O)Nc2ccc(N3CCOCC3)cc2)C1=O (centres undefined),2%

# High-throughput results deposited in PubChem BioAssay by National Center for Advancing Translational Sciences (NCATS).
